ERAP1 inh: ERAP1 (human) enzyme inhibition. AID 652197. inhibition, % at 10.7 µM. Q9NZ08. recombinant ERAP1, Leu-AMC fluorescence, 60 min. 0.15% of 340,000 active;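 active means mean replicate inhibition of at least 30%, or all replicates individually reaching that 30% level; inactive means mean below 30% and not every replicate reaching it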;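 further: 0% = neutral control wells and 100% = L-leucinethiol positive control wells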
esBAF inh: blocks esBAF chromatin remodeling in mouse ES cells. Bmi1-luciferase knock-in reporter, 24 h; 100% = twice the neutral-well signal. AID 602393. 2% of 350,000 active. reporter increase, % at 12.5 µM; in the data active means activation above about 40%; inconclusive means no clear call, values can overlap the other calls;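 further: 0% = median of the plate's neutral control wells and 100% = double that signal; a rise in the Bmi1 reporter signal indicates esBAF inhibition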
E-sel inducer: induces E-selectin expression in human endothelial cells; HUVEC E-selectin immunofluorescence imaging; normalized: neutral wells 0, TNF-alpha wells 100; activation, % at 7.58 µM; 0.37% of 260,000 active; AID 686992;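 active means mean E-selectin-positive cell signal at least 10% of the positive control, reached in at least 60% of replicates, without over 20% cell loss; inconclusive means no rule given, readout overlaps actives, possibly toxicity-flagged; inactive means the rest, including those meeting only one limit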;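 further: in these data hits start at about 27%; measured in HUVEC primary endothelial cells; signal is the percent of cells scored E-selectin positive by PE staining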
Target sequence (P16581 whole entry, looked up): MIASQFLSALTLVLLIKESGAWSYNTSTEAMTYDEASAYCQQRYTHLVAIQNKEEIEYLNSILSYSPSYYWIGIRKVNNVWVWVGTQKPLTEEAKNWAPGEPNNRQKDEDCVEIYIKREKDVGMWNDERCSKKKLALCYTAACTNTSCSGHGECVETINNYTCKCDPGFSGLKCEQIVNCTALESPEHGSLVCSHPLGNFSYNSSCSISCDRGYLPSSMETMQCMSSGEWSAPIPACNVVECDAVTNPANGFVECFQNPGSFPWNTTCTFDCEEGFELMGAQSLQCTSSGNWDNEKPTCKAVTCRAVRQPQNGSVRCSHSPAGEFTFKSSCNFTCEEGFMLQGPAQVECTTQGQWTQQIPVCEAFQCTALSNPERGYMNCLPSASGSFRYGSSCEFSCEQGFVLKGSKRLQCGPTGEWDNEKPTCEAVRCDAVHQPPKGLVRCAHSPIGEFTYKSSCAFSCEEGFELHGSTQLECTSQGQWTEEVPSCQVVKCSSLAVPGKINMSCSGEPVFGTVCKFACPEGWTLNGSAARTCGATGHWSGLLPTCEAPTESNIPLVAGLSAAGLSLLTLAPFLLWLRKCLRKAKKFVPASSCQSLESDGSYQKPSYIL
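Material: HUVEC primary endothelial cells; Amount: 3,000 cells per well; Dosing: single concentration; Medium: EGM-2 growth medium on 0.1% gelatin-coated wells; Read-out basis: percent E-selectin-positive cells; Signal: immunofluorescence imaging; Control set: TNF-alpha, DMSO.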
S100A4 MyoIIA: S100A4-myosin IIA interaction inhibition; P26447; 0.14% of 360,000 active; AID 652163; S100A4/TAMRA-MyoIIA peptide fluorescence polarization; inhibition, % at 10.7 µM;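 active means mean inhibition of at least 70% across replicates, with every replicate also reaching that level; inconclusive means mean inhibition reaches 70% but some replicates fall short; inactive means mean inhibition below 70%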
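Test system – S100A4 monomer (human) · Compound – single-point compound testing · Schedule – 5 min incubation before reading · Probe or stimulus – TAMRA-labelled myosin IIA heavy-chain peptide probe, 5 nM · Benchmarks – neutral control DMSO, positive control TFP · Medium – Calcium-containing HEPES buffer, pH 7.2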
RAD52 anneal inh: blocks human RAD52 DNA annealing. P43351. recombinant RAD52 DNA annealing, FRET fluorescence. inhibition, % at 18.7 µM. 0.46% of 360,000 active;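 active means every replicate showing at least 50% inhibition; inconclusive means mean inhibition at least 50% but not in every replicate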
RAD54 inh: inhibitors of human RAD54 branch migration. AID 602329. inhibition, % at 10.4 µM. Q92698. 0.14% of 360,000 active. RAD54 Holliday junction branch migration, FAM/BHQ fluorescence;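 active means mean normalized replicate activity at least 40 and at least half of replicates scoring 40 or more; inconclusive means only one of the two criteria met; inactive means mean below 40 and under half of replicates reaching 40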;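 further: 0% = median of neutral control wells and 100% = median of positive control wells; inhibitors cause a drop in the FAM fluorescence signal; in these data hits start at about 50%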
ERp5 inh: inhibitors of human ERp5. Q15084. ERp5 insulin aggregation, absorbance 650 nm, 90 min. inhibition, % at 9.99 µM. 0.05% of 350,000 active. AID 651711;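 active means mean replicate inhibition above about 25%, with every replicate also reaching it, limit read from the data, passing the limit was not always enough; inconclusive means only one of those two criteria met; inactive means neither criterion met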
Target sequence (Q15084 whole entry, looked up): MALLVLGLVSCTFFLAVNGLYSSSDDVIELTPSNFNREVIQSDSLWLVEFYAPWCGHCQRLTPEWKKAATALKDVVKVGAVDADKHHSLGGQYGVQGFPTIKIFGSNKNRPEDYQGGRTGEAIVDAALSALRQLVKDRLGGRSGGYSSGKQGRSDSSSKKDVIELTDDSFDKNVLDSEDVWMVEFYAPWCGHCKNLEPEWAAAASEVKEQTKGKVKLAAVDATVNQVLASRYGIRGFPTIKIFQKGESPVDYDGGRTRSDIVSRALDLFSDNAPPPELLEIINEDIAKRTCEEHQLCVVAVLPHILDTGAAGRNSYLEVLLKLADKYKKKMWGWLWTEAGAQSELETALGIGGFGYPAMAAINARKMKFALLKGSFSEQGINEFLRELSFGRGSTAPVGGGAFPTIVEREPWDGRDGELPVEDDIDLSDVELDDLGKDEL
Xi reactivation: activators of X-chromosome reactivation in mouse fibroblasts; XiGFP mouse fibroblasts, % GFP-positive cells imaging, 3 d; cells co-treated with 5-aza-dC sensitizer; scaled so ellipticine positive control = 100%; activation, % at 7.58 µM; 0.055% of 360,000 active; AID 743238;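 active means mean normalized replicate activation at least 10% and every replicate at or above 10%; inconclusive means only one of the two criteria met; inactive means mean below 10% and not all replicates reach 10%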;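 further: 0% = median of on-plate neutral control wells and 100% = ellipticine 6 µM median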
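System: 68-5-11 XiGFP fibroblast line | Buffer or medium: DMEM containing 5-aza-dC | Compound: Single point | Times: Compounds 3 days, fix/stain 15 min at room temperature | Benchmarks: Positive control ellipticine, 6 µM final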
Active calls of the source: *; ? = inconclusive; / = not tested or not shown; & = joins results of further samples.

Structure,ERAP1 inh,esBAF inh,E-sel inducer,S100A4 MyoIIA,RAD52 anneal inh,RAD54 inh,ERp5 inh,Xi reactivation
C[C@H]1CN([C@@H](C)CO)C(=O)Cc2cc(NC(=O)Nc3cccc4ccccc34)ccc2O[C@H]1CN(C)S(=O)(=O)c1cn(C)cn1,0,-3,0.1,1,-2,3,-5,-0.1
C[C@H](CO)N1C[C@H](C)[C@H](CN(C)C(=O)Nc2cccc(F)c2)Oc2cc(Br)ccc2S1(=O)=O,-2,8,5.4&-0.6,2&2,-21&-3,8,2&2,0.1&0.5
O=C(Nc1ccc(F)c(Cl)c1)Nc1nnc([C@H]2C[C@H](O)[C@@H](CO)O2)s1,0,10,-2.1,-2,-2,-1,6,0.0
NC(=O)CC(NC(=O)Cc1cccc2ccccc12)c1ccc(NCc2cc(F)ccc2F)c([N+](=O)[O-])c1 (centres undefined),/,-3,0.1,1,-36,-4,0,0.1
CN(C)c1ccc(/C=N/NC(N)=S)cc1[N+](=O)[O-],/,2,6.6,5,1,/,4,-0.1
Cc1ccc(-c2ccc(=O)n(CC(=O)NCCN(CC(C)C)CC(C)C)n2)cc1,-5,0,/,2,-16,-1,3,0.2
Cc1cccc(C(=O)NNC(=O)c2cccc([N+](=O)[O-])c2)c1,1,/,/,-4,-17,/,-2,0.0
C/C(CC(=O)Nc1ccc2c(c1)OCCO2)=N\NC(=O)c1ccc([N+](=O)[O-])cc1Cl,1,4,0.0,-1,-8,/,-11,0.2
O=C(Cn1c2ccccc2c2nc3n(c(=O)c21)CCCS3)Nc1ccccc1,0,11,/,0,-6,1,-12,-0.1
COc1ccc(S(=O)(=O)N(C)C[C@H]2Oc3ccc(NC(=O)Cn4cnnn4)cc3CC(=O)N([C@@H](C)CO)C[C@@H]2C)cc1,-2,2,-15,-1,-12,-4,-9,-0.1
CN(Cc1ccccc1)C(=O)COC(=O)c1ccc[nH]c1=O,10,/,0.2,0,-5,-6,-4,0.6
CCc1nc2ccc(C(=O)NCCCn3ccnc3)cn2c1N(C)Cc1ccc(OC)cc1,-2,-6,-0.3,2,6,-8,6,0.0
Cc1onc(-c2ccccc2)c1C(=O)OCC(=O)N1CCCCC1,-1,-6,0.4,-2,0,4,6,0.0
O=C(Cc1ccccn1)N1CC2(C1)[C@H](c1ccccc1)[C@@H](CO)N2C(=O)c1ccncc1,-3,/,0.4,31,-348,/,2,0.2
N#Cc1cnn2c(C(F)(F)F)c3c(nc12)CCCC3,0,/,/,4,6,/,-2,0.0
CS(=O)(=O)Nc1ccc2c(c1)[C@@H]1C[C@@H](CC(=O)NCCN3CCCCC3)O[C@@H](CO)[C@@H]1O2,-3,1,-0.1,-45,-3,-4,5,0.3
COc1ccc(-n2c(C)cc(C(=O)CN3C(=O)C(=O)N(Cc4ccccc4)C3=O)c2C)cc1,-6,/,9.0,-6,-19,-14,-1,0.3
CCn1c(SCC(=O)NCc2ccc3c(c2)OCO3)nnc1-c1ccco1,3,-1,20,1,-11,6,2,0.4
CC(=O)Nc1ccc(S(=O)(=O)NCCC(=O)Nc2ccc(C)cn2)cc1,-1,-3,0.2,7,5,-1,5,0.6
O=C(CCN1C(=O)[C@@H]2Cc3ccccc3CN2C1=O)NCc1ccccc1Cl,-3,0,-0.1,-2,-8,/,1,0.1
CN(C)CCNC(=O)C1Cc2c(-c3ccccc3Oc3ccccc3)ccnc2O1 (centres undefined),2,1,-0.3,19,0,3,-2,-0.1
C=CCOC(=O)C1=C[C@H](c2coc3ccccc3c2=O)[C@@H](CCCO)[C@H](OCC)O1,-1,7,-0.1,-4,-6,-4,4,0.2
CCOC(=O)c1[nH]c(=S)n(Cc2ccccc2)c1C(=O)OCC,-1,5,-0.1,-5,-9,/,1,0.2
COc1ccccc1S(=O)(=O)N[C@@H]1CC[C@H](CCNC(=O)C2CCOCC2)O[C@H]1CO,-1,-2,-2.2,7,-9,8,-2,0.2
CCc1cccc(NC(=O)CN(C)S(=O)(=O)c2cccc3cccnc23)c1,-6,/,/,1,-9,6,2,-0.1
C=CCC[C@@H](Cc1ccc(F)cc1)C(=O)OC[C@@H](Cc1c[nH]c2ccccc12)NC(=O)[C@H](CC=C)CC(=O)NCCO,0,5,-0.9,1,-13,4,-4,0.0
CO[C@@H]1CN(C)C(=O)c2ccc(NC(=O)Nc3ccccc3F)cc2OC[C@@H](C)N(C(=O)Nc2ccccc2F)C[C@H]1C,-1,16,0.1,-19,5,-2,1,0.3
C=CC[C@@H](CC(=O)NCCO)C(=O)N[C@@H](COC(=O)[C@@H](CC=C)Cc1ccc(F)cc1)Cc1c[nH]c2ccccc12,-2,0,-0.2,-21,-12,-4,4,0.0
COc1ccc(/C=N/NC(=O)CNC(=O)/C=C/c2ccccc2OC)cc1,-4,1,/,-1,2,-9,5,0.0
O=C(Nc1cccc(C(=O)O)c1)/C(=C\C=C\c1ccccc1)NC(=O)c1ccccc1,-50,/,/,-3,-4,/,-3,0.0
COCCn1c(SC)nnc1-c1c[nH]c2ccccc12,3,1,/,-19,-9,-1,6,0.0
CN(C)C(=O)[C@H]1[C@H](CO)[C@H]2Cn3c(ccc(C4=CCCC4)c3=O)[C@H]2N1C(=O)c1ccccc1F,/,0,-0.4,/,-30,5,7,0.8
CO[C@@H]1CN(C)C(=O)c2cc(NC(C)=O)ccc2OC[C@H](C)N(C(=O)C2CCCCC2)C[C@@H]1C,-2,-1,-0.2,4,-1,5,-1,-0.5
Cn1c(=O)c2nc(-c3ccc(Cl)cc3Cl)oc2c2ccccc21,1,6,-1.7,-9,-10,-1,-3,0.0
CC(=O)Nc1ccc(NC(=O)C2Cc3c(-c4ccc5c(c4)OCO5)ccnc3O2)cc1 (centres undefined),-1,2,0.0,-3,-14,7,5,0.3
O=C(Cn1cnc([N+](=O)[O-])c1)NC1CCCC1,-1,-8,/,0,-41,-1,1,0.4
Cc1ccc(/C=C2\SC(=S)N(CCCC(=O)Nc3ccc(O)cc3)C2=O)cc1,-3,-85,/,-2,6,0,?,0.5
CCOc1cc(NC(=O)c2ccccn2)c(OCC)cc1NC(=O)c1cccc(C)c1,1,2,8.9,-5,-14,4,0,0.0
S=c1[nH]nc(-c2ccc(Cl)cc2)n1CC1CCCO1 (centres undefined),0,-8,/,-3,-7,1,-1,/
CC(C)N1CCN(c2ccc(OC[C@H]3CO[C@](Cn4cncn4)(c4ccc(Cl)cc4Cl)O3)cc2)CC1,-2,4,-2.2,-24,21,-2,-4,0.0
Cc1ccccc1C1C(C#N)=C2N=C(N)c3ccccc3N2C2=C1C(=O)CCC2 (centres undefined),1,12,/,-4,-30,1,-2,-0.1
CCS(=O)(=O)Nc1ccc2c(c1)C(=O)N(C)C[C@@H](OC)[C@@H](C)CN(C(=O)COC)[C@H](C)CO2,0,-2,0.2,4,-1,2,-3,0.3
Cc1noc(C)c1NC(=O)N(C)C[C@H]1Oc2c(NS(=O)(=O)c3ccc(F)cc3)cccc2C(=O)N([C@@H](C)CO)C[C@H]1C,3,-1,1.3,3,9,-14,0,-0.1
COc1ccccc1-n1c(SCC(=O)O)nc2c(sc(=S)n2-c2ccccc2C)c1=O,0,-5,43*,-23,-13,5,-6,0.3
CC1(C)Cc2c(sc(NC(=O)c3ccccc3)c2C(=O)O)CO1,9,/,/,0,-27,/,0,0.1
O=C(C(Cl)Cl)N1CCN(Cc2ccc3c(c2)OCO3)CC1,-6,-2,/,-10,-11,-2,-10,0.1
C=CCn1c(=O)/c(=C\c2ccccn2)s/c1=C(/C#N)C(=O)NCC1CCCO1 (centres undefined),-4,-7,/,12,-326,/,2,0.0
Cc1ccc(C(=O)N2CCN(CCNC(=O)C(=O)NCc3ccc(Cl)cc3)CC2)cc1,-6,-2,/,3,-6,12,1,0.0
O=C(Nc1ccccc1Br)C1CC(=O)N(c2ccc3c(c2)OCCO3)C1 (centres undefined),-1,-1,/,1,-14,-10,-7,0.3
COc1ccc(CN(C)C[C@H]2OCCCC[C@H](C)Oc3ccc(NC(=O)NC(C)C)cc3C(=O)N([C@H](C)CO)C[C@@H]2C)cc1,0,-9,0.0,2,-8,-1,-1,0.3
CC1(C)N=C(N)NC(Nc2ccccc2Cl)=N1,0,-15,/,5,-4,0,-8,0.0
Cc1cc(=O)[nH]c2c1cnn2C(C)c1ccccc1 (centres undefined),-4,0,0.2,-23,-7,5,-4,0.2
O=C(C[C@H]1C=C[C@H](NS(=O)(=O)c2ccc(F)cc2)[C@@H](CO)O1)N1CCC(Cc2ccccc2)CC1,-4,3,-0.3,-1,5,-3,3,-0.3
COc1ccc(S(=O)(=O)N(C)C[C@@H]2Oc3ccc(NC(=O)Cc4cn(C)c5ccccc45)cc3CC(=O)N([C@@H](C)CO)C[C@H]2C)cc1,0,11,1.2,-9,24,-2,-5,-0.4
O=C(CCCOc1ccccc1)Nc1ccc(Cl)c(S(=O)(=O)N2CCOCC2)c1,-4,5,0.0,-16,-23,2,1,0.1
COCC(=O)N1C[C@@H](C)[C@H](OC)CN(C)C(=O)c2cc(NC(=O)NC(C)C)ccc2OC[C@H]1C,-3,7,0.2,-1,16,3,-1,0.1
COC(=O)[C@H](Cc1ccccc1)NC(=O)N1Cc2ccccc2C[C@H]1C(=O)OC,-13,-2,-0.2,-2,-4,-15,3,0.0
COc1ccccc1C(=O)O/N=C(\c1ccccc1)c1ccncc1,1,/,0.6,2,5,/,8,0.0
CCOC(=O)N(C)C[C@@H]1OCc2ccccc2-c2ccccc2C(=O)N([C@H](C)CO)C[C@H]1C,1,-5,-0.5,10,-5,6,5,-0.2
CC(C)Sc1nc2ccccc2n2cnnc12,5,9,/,-16,-18,-4,0,0.0

(cont.)
Structure,ERAP1 inh,esBAF inh,E-sel inducer,S100A4 MyoIIA,RAD52 anneal inh,RAD54 inh,ERp5 inh,Xi reactivation
C[C@@H]1CN([C@H](C)CO)C(=O)Cc2cc(NC(=O)Cc3ccccc3)ccc2O[C@H]1CN(C)S(=O)(=O)c1cn(C)cn1,/,4,-2.4,/,/,-14,/,0.1
CCc1nc2c(OCc3ccc(F)cc3)cccn2c1N(C)C(=O)COc1ccccc1,-5,2,-0.2,-1,-49,5,6,0.0
CCN1C[C@@H]2[C@@H]3C(=O)N(C)C(=O)[C@@H]3[C@](CC)(C1=O)N2C(=O)c1ccc(C(C)(C)C)cc1,0,3,0.0,-1,-6,-4,-2,0.1
O=C(C[C@H]1C[C@H]2c3cc(NS(=O)(=O)c4ccc(F)cc4)ccc3O[C@H]2[C@@H](CO)O1)NCc1ccc(-c2ccccc2)cc1,-1,-23,1.7,0,5,8,0,0.4
